CRFBP-R2 agonist: agonists of human CRF-binding protein/CRF-R2 receptor complex | hit rate 0.46% among 350,000 | HEK293 CRF-R2/CRF-BP, calcium dye fluorescence (FLIPR); percent of saturating CRF peptide response | activation, % at 13.2 µM | AID 588473;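 active = activation of at least 50%, plus an integration ratio under a set limit after plate pattern correction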;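 note: plate controls were neutral control wells without compound for no effect and CRF at EC100 for full effect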
HCV NS3 hel inh: inhibitors of Hepatitis C virus NS3 helicase. NS3 helicase DNA unwinding, Cy5 molecular beacon fluorescence. inhibition, % at 10.9 µM. hit rate 0.56% among 290,000. AID 1800;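 active = inhibition above the mean of all tested compounds plus 3 SD, set per campaign, cut at about 35% in these data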;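 note: 0% = DMSO wells and 100% = thioflavine S control wells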
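assay system = NS3 helicase fragment of HCV | buffer or medium = MOPS pH 6.5, MgCl2, DTT, Tween20, BSA | timing = 60 min unwinding reaction at 25 °C after ATP addition | signal = Cy5 beacon fluorescence read at start and 1 h | read-out basis = % inhibition of unwinding | control set = low DMSO, high thioflavine S at 110 µM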
FID counter: fluorescent intercalator displacement, NS3 helicase counter-screen; AID 1845; DNA fluorescent intercalator displacement, fluorescence; hit rate 0.17% among 290,000; inhibition, % at 7.9 µM; in the data active = inhibition above about 37%;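 note: 0% = vehicle and 100% = reference compound; higher means more ethidium bromide displaced from hairpin DNA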
UBC9 SUMO inh: blocks human SUMOylation mediated by UBC9; P63279; HTRF SUMOylation assay, SAE1/SAE2 + UBC9, in vitro; inhibition, % at 35 µM; hit rate 0.36% among 290,000; AID 2006; in the data active = inhibition above about 50%, passing the limit was not always enough; note: strong numbers were not always called active
Target sequence (P63279 whole entry, looked up): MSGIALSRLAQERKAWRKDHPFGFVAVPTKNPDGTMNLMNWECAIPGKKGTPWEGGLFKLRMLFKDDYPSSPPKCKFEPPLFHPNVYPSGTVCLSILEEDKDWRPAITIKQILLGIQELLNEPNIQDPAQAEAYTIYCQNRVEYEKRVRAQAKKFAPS
MEKK3 PB1 HTS: MEKK3-MEK5 PB1 interaction, increase or decrease. bead-based flow cytometry, Alexa488-MEK5 binding to MEKK3; actives lie on both sides; 0 = blocked by unlabeled MEK5, 100 = vehicle. binding response (% of control), % at 10 µM. hit rate 1.4% among 290,000. AID 1529;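 active = binding response more than 3 SD above or below the average of its plate-row segment, actives on both sides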;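 note: Alexa488 bead fluorescence after subtracting the streptavidin-only scavenger bead signal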
Target sequence (Q99759 whole entry, looked up): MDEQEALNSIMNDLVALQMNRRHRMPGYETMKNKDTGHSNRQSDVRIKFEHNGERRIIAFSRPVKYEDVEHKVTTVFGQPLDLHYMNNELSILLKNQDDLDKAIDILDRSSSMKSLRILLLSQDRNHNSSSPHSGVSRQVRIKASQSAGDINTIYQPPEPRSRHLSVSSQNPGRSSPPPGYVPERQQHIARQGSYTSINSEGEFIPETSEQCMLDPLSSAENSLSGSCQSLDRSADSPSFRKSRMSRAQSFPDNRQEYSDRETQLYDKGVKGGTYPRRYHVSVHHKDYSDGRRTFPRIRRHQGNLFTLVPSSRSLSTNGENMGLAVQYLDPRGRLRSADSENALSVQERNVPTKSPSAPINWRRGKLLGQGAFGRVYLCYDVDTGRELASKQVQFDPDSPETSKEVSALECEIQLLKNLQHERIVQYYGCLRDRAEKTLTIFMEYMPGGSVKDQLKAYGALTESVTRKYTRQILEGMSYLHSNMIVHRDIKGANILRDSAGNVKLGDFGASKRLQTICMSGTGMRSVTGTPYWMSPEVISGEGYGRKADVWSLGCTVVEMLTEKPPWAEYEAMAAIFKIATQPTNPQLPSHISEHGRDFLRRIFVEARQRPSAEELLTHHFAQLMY
MEKK2 mut-MEK5: signal of MEK5 binding to mutant human MEKK2 PB1 domain | percent response, % at 10 µM | bead flow cytometry, Alexa488-MEK5 binding to MEKK2 mutant | hit rate 0.35% among 290,000; in the data active = percent response above about 24%, passing the limit was not always enough; note: inactives centre near 1; some results filed as inactive read as strong as hits
MEKK2wt PB1 HTS: raises or lowers MEK5 binding to wildtype human MEKK2 PB1 domain; Q9Y2U5; bead flow cytometry, Alexa488-MEK5 binding to MEKK2 WT; actives lie on both sides; binding response (% of control), % at 10 µM; hit rate 1.1% among 290,000; in the data active = binding response below about 67% or above about 130%
GalR3 antag: antagonists of human GalR3 | O60755 | HEK293 GalR3-CNG cAMP membrane potential fluorescence; galR3 body fused to GalR1 C-terminus | inhibition, % at 3 µM | hit rate 0.44% among 360,000;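 active = inhibition above the screen-wide average plus 3 SD, cut at about 13% in these data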;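 note: forskolin and galanin both at EC90 stimulate the cells; cAMP rise reported by CNG channel membrane potential dye signal; 0% = forskolin plus galanin with DMSO and 100% = forskolin alone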
Target sequence (O60755 1-299 limits assumed): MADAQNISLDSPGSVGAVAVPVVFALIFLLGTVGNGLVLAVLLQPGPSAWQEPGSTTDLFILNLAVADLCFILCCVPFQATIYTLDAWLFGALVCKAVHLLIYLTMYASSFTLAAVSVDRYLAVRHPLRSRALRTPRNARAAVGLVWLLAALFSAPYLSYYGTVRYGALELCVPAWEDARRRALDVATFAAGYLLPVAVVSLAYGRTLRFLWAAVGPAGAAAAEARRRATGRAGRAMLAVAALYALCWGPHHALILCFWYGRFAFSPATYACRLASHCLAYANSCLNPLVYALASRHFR
CRFR2-BP antag: CRF-BP/CRF-R2 complex antagonism; AID 588475; inhibition, % at 11.8 µM; HEK293 CRF-R2/CRF-BP, CRF-induced calcium fluorescence; hit rate 0.59% among 350,000;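 active = inhibition of the ligand-induced calcium signal above about 50% at the single tested concentration, limit read from the data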
Active calls of the source: *; x = no result given; [ ] = dose if it differs, or a comment. These rows are one share of the data; rates above refer to the full screens.

#	structure	CRFBP-R2 agonist	HCV NS3 hel inh	FID counter	UBC9 SUMO inh	MEKK3 PB1 HTS
1	O=C(NCCCN1CCCCC1)C1CC(=O)N(CCc2ccccc2)C1 (stereo unspecified)	0.5	8	-2	x	105
2	COc1ccc(-c2cc(C(=O)Nc3cc(C)nn3-c3ccccc3)no2)cc1	-1.0	-5	0	12	97
3	C=C1CCN(CC(=O)OC)S(=O)(=O)c2ccccc21	-1.4	x	x	9	96
4	CCN(CC(=O)NCc1ccc(F)cc1)Cc1cc(=O)n2ccsc2n1	-0.8	5	-1	7	103
5	CCN(CC)S(=O)(=O)c1ccc(NC(=O)C(OC)c2ccccc2)cc1 (stereo unspecified)	2.6	-4	-21	4	99
6	O=C(CSCc1c(Cl)cccc1Cl)NCC1CCCO1 (stereo unspecified)	0.1	3	-7	-2	102
7	O=C(CCCOc1ccc(Cl)cc1)NCC1CCCO1 (stereo unspecified)	-0.9	2	-7	-11	94
8	COc1cc2[nH]c3c(OC)ncnc3c2cc1OC	-0.7	-13	-7	12	116

#	MEKK2 mut-MEK5	MEKK2wt PB1 HTS	GalR3 antag	CRFR2-BP antag
1	4	108	1	0
2	2	96	-5	11
3	2	92	-4	-2
4	-2	105	-2	-9
5	-1	100	-5	-18
6	-3	99	-3	-36
7	-9	94	-3	5
8	20	123	-10	6

Later entries
#	structure	CRFBP-R2 agonist	HCV NS3 hel inh	FID counter	UBC9 SUMO inh	MEKK3 PB1 HTS
9	NC(N)=N/N=C/c1ccccc1	0.6	3	0	7	99
10	COc1ccnc(CS(=O)c2nc3cc(C(O)(F)F)ccc3[nH]2)c1OC (stereo unspecified)	3.9	10	-8	6	101
11	O=C(CSc1ccc2c(c1)OCCO2)Nc1ccc(N2CCOCC2)cc1	-6.6	7	-8	16	79
12	O=c1c2ccccc2nc(SCCN2CCCCC2)n1CCc1ccccc1	-0.3	-32	22	0	100
13	COc1ccccc1OCC#CCNC1CCCCC1C (stereo unspecified)	0.2	-6	23	-2	94
14	Cc1nnc(SCc2cccc(CSc3nnc(C)s3)c2)s1	-0.8	3	-22	15	106
15	CCC(C)NS(=O)(=O)c1ccc(OCC(=O)NCc2cccnc2)cc1 (stereo unspecified)	-2.1	-1	-4	-8	95
16	C/C(O)=C(\C#N)c1nnc2n1CCCCC2	0.0	0	4	-4	109

#	MEKK2 mut-MEK5	MEKK2wt PB1 HTS	GalR3 antag	CRFR2-BP antag
9	-1	98	-2	-20
10	-3	95	-8	-9
11	-5	89	-2	3
12	0	120	-4	-34
13	-4	92	-4	5
14	2	108	-4	17
15	0	100	-6	8
16	8	108	-5	12

New compounds follow
#	structure	CRFBP-R2 agonist	HCV NS3 hel inh	FID counter	UBC9 SUMO inh	MEKK3 PB1 HTS
17	O=C(CCNc1n[nH]c(=O)[nH]c1=O)N1CCOCC1	-0.5	1	-1	17	86
18	COc1ccc(OC)c(-c2csc(N(C)C(=O)c3ccco3)n2)c1	-0.5	-5	-14	-13	104
19	COc1ccccc1-c1nnc(SCc2ccccn2)n1C	0.6	3	-2	10	99
20	Cc1cccc(N(CC(O)CN2CCCC2)S(=O)(=O)c2ccccc2)c1 (stereo unspecified)	-0.9	-24	6	4	101
21	CCOc1ccc(CCNC(=O)c2cc3c(s2)CS(=O)(=O)C3)cc1OCC	0.8	-6	-34	5	97
22	O=C(Nc1ccccc1N1CCOCC1)c1ccc([N+](=O)[O-])o1	-1.3	7	-6	9	101
23	Fc1ccc(CSc2nnc(-c3cccs3)o2)cc1	-2.8	-7	-11	6	102
24	CN1CCN(c2ccccc2NC(=O)Cn2ncc3c([nH]c4ccccc43)c2=O)CC1	-1.6	-17	17	8	104

#	MEKK2 mut-MEK5	MEKK2wt PB1 HTS	GalR3 antag	CRFR2-BP antag
17	-7	89	-5	11
18	7	109	-4	12
19	1	103	-6	-5
20	0	105	-5	8
21	3	103	-4	-5
22	-1	96	-4	49
23	5	100	-8	19
24	9	116	-8	-15

(further entries)
#	structure	CRFBP-R2 agonist	HCV NS3 hel inh	FID counter	UBC9 SUMO inh	MEKK3 PB1 HTS
25	Cn1nc(Oc2nc(N3CCOCC3)nc(N3CCOCC3)n2)ccc1=O	-2.3	-4	-7	18	99
26	CC(Oc1cccc(Cl)c1)C(=O)N1CCCN(C)CC1 (stereo unspecified)	2.1	-9	-3	15	102
27	O=C(O)c1cccc(Nc2nc(Nc3ccccc3)nc(N3CCCC3)n2)c1	-1.7	-8	-5	-4	95
28	CC(=O)Nc1ccccc1OCC(=O)c1ccc2c(c1)OCO2	-1.0	7	-5	8	88
29	Cn1[nH]c(=O)c2ccccc2c1=O	1.1	-2	0	14	100
30	CCC(C)(C)NC(=O)C(c1ccccc1F)N(Cc1ccco1)C(=O)Cn1nnc2ccccc21 (stereo unspecified)	-1.4	-2	-35	8	101
31	CCOC(=O)c1cc2ccccc2nc1C	-0.2	2	-5	-6	106
32	Clc1cccc(N/N=C(\Cc2nc3ccccc3[nH]2)c2ccccc2)c1	1.7	-10	-1	-19	138*

#	MEKK2 mut-MEK5	MEKK2wt PB1 HTS	GalR3 antag	CRFR2-BP antag
25	0	100	-2	-5
26	6	107	-3	-11
27	-12	85	-5	12
28	-6	90	-5	4
29	0	99	-5	13
30	5	103	-10	14
31	8	107	-2	0
32	5	138*	0	-27

(cont.)
#	structure	CRFBP-R2 agonist	HCV NS3 hel inh	FID counter	UBC9 SUMO inh	MEKK3 PB1 HTS
33	CCc1nnc(NC(=O)CSc2nnc(COc3ccccc3C)o2)s1	-2.5	9	-26	10	95
34	Cc1ccc(-n2cc(C(=O)c3ccc4ccccc4c3O)cn2)cc1	1.4	-4	-1	14	99
35	COC(=O)c1c(C)[nH]c(C(=O)NCCc2ccc(S(N)(=O)=O)cc2)c1C	1.6	-7	-11	14	98
36	Cc1cc(=O)oc2cc(OCC(=O)NC3CCCC3)ccc12	0.0	-5	-12	2	100
37	CNC(=S)N/N=C(\C)c1ccc(N2CCOCC2)cc1	0.2	7	3	-8	98
38	CC(NC(=O)C1CCC(CNc2c(N3CCOCC3)c(=O)c2=O)CC1)c1ccccc1 (stereo unspecified)	4.1	-10	-15	21	111
39	CCOC(=O)CSc1nc(C(C)C)nc2sc(C)c(C)c12	0.8	-1	-7	27	108
40	CC(=O)c1ccc(C(=O)N2CCCC(CO)(Cc3ccccc3C)C2)s1 (stereo unspecified)	-1.1	-5	-29	1	100

#	MEKK2 mut-MEK5	MEKK2wt PB1 HTS	GalR3 antag	CRFR2-BP antag
33	-4	94	-5	-5
34	-1	102	11	-10
35	2	100	-2	3
36	5	102	-2	1
37	3	92	-2	-12
38	15	109	1	-4
39	3	99	-3	-43
40	-2	99	-4	-11

(listing goes on)
#	structure	CRFBP-R2 agonist	HCV NS3 hel inh	FID counter	UBC9 SUMO inh	MEKK3 PB1 HTS
41	c1ccc(-c2nc(N3CCCC3)nc3ccccc23)cc1	1.0	-5	-9	33	101
42	COc1ccccc1NC(=O)c1ccc(S(=O)(=O)NCc2ccco2)cc1	0.2	-1	-21	-1	100
43	COCC(=O)NCCc1nc2ccccc2[nH]1	-1.4	3	1	-7	109
44	CC(=O)c1cc(C#N)c(N2CCN(c3ccccc3)CC2)nc1C	0.6	16	-26	4	106
45	CC1(C)Cc2c(sc(NC(=O)c3ccc4ncsc4c3)c2C(N)=O)C(C)(C)N1	-0.1	-32	19	22	119
46	Clc1ccccc1-c1nc2nc3ccccc3nc2n1-c1ccc2c(c1)OCO2	0.4	-14	-23	12	118
47	Cc1ccc(Nc2nc(N)c3ccccc3n2)cc1Cl	2.0	-68	29	-15	110
48	COc1ccc(NC(=O)c2ccc(S(=O)(=O)N3CCCCC3)cc2)c(OC)c1	-2.3	-9	-28	-22	103

#	MEKK2 mut-MEK5	MEKK2wt PB1 HTS	GalR3 antag	CRFR2-BP antag
41	1	97	-4	-15
42	2	102	-9	0
43	8	110	x	-11
44	2	104	-11	-17
45	-1	108	-1	-8
46	0	102	-5	8
47	7	152*	-13	-12
48	-1	101	-8	-3

Continued.
#	structure	CRFBP-R2 agonist	HCV NS3 hel inh	FID counter	UBC9 SUMO inh	MEKK3 PB1 HTS
49	Nc1c(C(=O)N/N=C/c2ccc(F)cc2)oc2nc(-c3ccccc3)cc(-c3ccco3)c12	10	12	-16	42	92
50	Cc1nc(Nc2ccc(C(=O)O)cc2)nc(Nc2ccc(C(=O)O)cc2)c1[N+](=O)[O-]	1.7	3	-13	-17	104
51	O=C(NCCCCCCNC(=O)c1ccncc1)c1ccncc1	3.4	6	-4	-11	102
52	O=C1CC(=O)C(n2cncn2)C(c2ccc(Cl)cc2Cl)C1 (stereo unspecified)	0.6	-22	-36	0	100
53	O=C(O)c1ccc(-c2nc3scc(-c4ccccc4)c3c(=O)[nH]2)cc1	-2.7	-1	-2	27	101
54	CCOCCCNC(=O)c1ccc2c(c1)N(CC)C(=O)c1ccccc1S2=O (stereo unspecified)	-0.1	14	-18	19	104
55	COc1c2occc2c(OC(C)=O)c2c(=O)cc(C)oc12	-0.7	-6	-20	19	80*[inhibitor]
56	COC(=O)c1ccccc1NC(=O)c1ccc(COc2ccccc2)o1	5.2	1	-3	-5	105
57	O=C(CN1CCN(Cc2ccccc2)CC1)N/N=C/c1c[nH]c2ccccc12	0.0	2	-1	14	100
58	Cc1ccccc1C(=O)Nc1nnc(CC(=O)N/N=C/c2ccco2)s1	1.6	30	-24	6	94

#	MEKK2 mut-MEK5	MEKK2wt PB1 HTS	GalR3 antag	CRFR2-BP antag
49	-24	92	2	-24
50	-3	97	-6	-8
51	0	105	-5	10
52	-5	96	x	-1
53	2	99	-3	-2
54	3	104	-14	-3
55	49*	79	-7	25
56	2	102	-5	-4
57	20	115	-4	4
58	-4	99	-3	-23

Twelve entries from above, as tab-separated lines:
no.	Compound	CRFBP-R2 agonist	HCV NS3 hel inh	FID counter	UBC9 SUMO inh	MEKK3 PB1 HTS	MEKK2 mut-MEK5	MEKK2wt PB1 HTS	GalR3 antag	CRFR2-BP antag
1	O=C(NCCCN1CCCCC1)C1CC(=O)N(CCc2ccccc2)C1 (stereo unspecified)	0.5	8	-2	x	105	4	108	1	0
2	COc1ccc(-c2cc(C(=O)Nc3cc(C)nn3-c3ccccc3)no2)cc1	-1.0	-5	0	12	97	2	96	-5	11
3	C=C1CCN(CC(=O)OC)S(=O)(=O)c2ccccc21	-1.4	x	x	9	96	2	92	-4	-2
4	CCN(CC(=O)NCc1ccc(F)cc1)Cc1cc(=O)n2ccsc2n1	-0.8	5	-1	7	103	-2	105	-2	-9
5	CCN(CC)S(=O)(=O)c1ccc(NC(=O)C(OC)c2ccccc2)cc1 (stereo unspecified)	2.6	-4	-21	4	99	-1	100	-5	-18
6	O=C(CSCc1c(Cl)cccc1Cl)NCC1CCCO1 (stereo unspecified)	0.1	3	-7	-2	102	-3	99	-3	-36
7	O=C(CCCOc1ccc(Cl)cc1)NCC1CCCO1 (stereo unspecified)	-0.9	2	-7	-11	94	-9	94	-3	5
8	COc1cc2[nH]c3c(OC)ncnc3c2cc1OC	-0.7	-13	-7	12	116	20	123	-10	6
9	NC(N)=N/N=C/c1ccccc1	0.6	3	0	7	99	-1	98	-2	-20
10	COc1ccnc(CS(=O)c2nc3cc(C(O)(F)F)ccc3[nH]2)c1OC (stereo unspecified)	3.9	10	-8	6	101	-3	95	-8	-9
11	O=C(CSc1ccc2c(c1)OCCO2)Nc1ccc(N2CCOCC2)cc1	-6.6	7	-8	16	79	-5	89	-2	3
12	O=c1c2ccccc2nc(SCCN2CCCCC2)n1CCc1ccccc1	-0.3	-32	22	0	100	0	120	-4	-34

Screens: PubChem BioAssay, several laboratories
